Compound activity: PubChem, The Scripps Research Institute Molecular Screening Center
ASAP1 GAP inh – blocks human ASAP1-stimulated Arf1 GTP hydrolysis; Q9ULH1; GDP FP detection; inhibition, % at 16.5 µM; 0.19% of 360,000 active; AID 624377; in the data active means inhibition above about 25%;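 further: 0% = vehicle with enzyme and substrate and 100% = no enzyme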
Target sequence (Q9ULH1 325-724 limits assumed): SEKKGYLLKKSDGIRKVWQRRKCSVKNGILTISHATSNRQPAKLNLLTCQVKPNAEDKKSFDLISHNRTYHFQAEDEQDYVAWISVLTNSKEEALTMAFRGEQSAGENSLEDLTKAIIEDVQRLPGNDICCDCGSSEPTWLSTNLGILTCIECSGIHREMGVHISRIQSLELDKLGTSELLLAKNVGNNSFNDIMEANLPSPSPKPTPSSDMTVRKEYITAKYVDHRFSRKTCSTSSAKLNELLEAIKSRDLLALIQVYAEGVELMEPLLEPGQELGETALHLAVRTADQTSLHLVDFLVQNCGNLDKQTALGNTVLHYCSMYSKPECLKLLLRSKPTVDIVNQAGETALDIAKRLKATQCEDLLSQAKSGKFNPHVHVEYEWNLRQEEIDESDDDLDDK
ADAM17 inh – inhibits human ADAM17; recombinant ADAM17, EDANS/DABCYL FRET peptide cleavage; 0.83% of 370,000 active; P78536; inhibition, % at 6.95 µM;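 active means inhibition above the mean of compounds lying between control limits plus 3 SD, set per campaign, cut at about 8.5% in these data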;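 further: 0% = DMSO-only wells as the low control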
proKLK7 act – activators of human kallikrein-7 zymogen; P49862; purified proKLK7, EDANS-DABCYL substrate fluorescence; 100% is mature enzyme control, 0% vehicle; activation, % at 7 µM; 0.9% of 370,000 active; AID 652039;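 active means activation above the mean of all tested compounds plus 3 SD, computed per campaign excluding outliers beyond control limits, cut at about 13% in these data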
DDE Tn7 FP inh – disrupts Tn7 cyclic peptide binding to fibrin D-Dimer-E complex. P02675. FP displacement of FITC-Tn7 peptide from fibrin DD(E); 0% = median of compound wells per plate. inhibition, % at 8.3 µM. 0.13% of 370,000 active;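 active means inhibition above the mean of compounds falling within the control limits plus 3 SD of them, cut at about 14% in these data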;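 further: 0% = plate median of compound wells and 100% = 10 µM Aha-Tn7 peptide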
Target sequence (P02675 whole entry, looked up): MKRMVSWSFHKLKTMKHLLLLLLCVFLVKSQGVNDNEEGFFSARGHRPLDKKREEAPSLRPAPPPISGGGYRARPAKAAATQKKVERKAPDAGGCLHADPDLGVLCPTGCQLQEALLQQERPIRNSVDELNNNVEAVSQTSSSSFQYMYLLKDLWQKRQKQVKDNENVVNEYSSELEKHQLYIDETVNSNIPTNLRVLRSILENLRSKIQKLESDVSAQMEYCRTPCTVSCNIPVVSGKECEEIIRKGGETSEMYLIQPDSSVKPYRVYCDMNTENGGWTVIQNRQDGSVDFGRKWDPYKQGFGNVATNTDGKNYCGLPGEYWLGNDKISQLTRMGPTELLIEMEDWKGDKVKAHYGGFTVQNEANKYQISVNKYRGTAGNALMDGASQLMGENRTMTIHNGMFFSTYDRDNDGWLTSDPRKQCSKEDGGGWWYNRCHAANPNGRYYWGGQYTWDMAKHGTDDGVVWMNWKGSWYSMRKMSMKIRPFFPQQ
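Test system – human fibrin DD(E) · Times – 10 min preincubation, 3 h with tracer, room temperature · Detection – fluorescence polarization of the labelled Tn7 tracer · Measure – percent inhibition normalized to high-control wells · Benchmarks – high control wells with 10 µM unlabelled Aha-Tn7 peptide (full inhibition) · Repeats – singlicate testing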
PLCg1 inh – blocks human PLC-gamma1 enzyme activity. P19174. purified PLC-gamma1, fluorogenic substrate, fluorescence. inhibition, % at 12.2 µM. 0.84% of 370,000 active; in the data active means inhibition above about 9.5%
ADAM10 inh – ADAM10 inhibition, QFRET primary screen; O14672; recombinant ADAM10, EDANS/DABCYL FRET peptide cleavage, 3 h; inhibition, % at 7 µM; 0.62% of 370,000 active; AID 720582;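 active means inhibition above a per-campaign cutoff equal to the mean of compounds falling between control-based bounds plus 3 SD, cut at about 20% in these data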;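 further: 0% = DMSO wells while the 100% control is not disclosed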
ARFGAP1 inh – rat ARFGAP1 inhibition; Q62848; Arfgap1-stimulated ARF1 GTP hydrolysis, GDP FP detection; inhibition, % at 16.5 µM; 0.26% of 360,000 active;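 active means inhibition above a per-plate limit, mean inhibition of low control wells plus 3 SD, cut at about 25% in these data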;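 further: 0% = DMSO wells with enzyme and 100% = wells lacking Arfgap1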
Target sequence (Q62848 1-136 limits assumed): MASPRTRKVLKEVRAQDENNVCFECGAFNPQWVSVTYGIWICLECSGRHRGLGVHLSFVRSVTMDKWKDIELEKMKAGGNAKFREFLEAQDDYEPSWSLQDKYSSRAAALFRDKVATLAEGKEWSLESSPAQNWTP
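Assay system: Rat Arfgap1 GAP domain (His6, aa 1-136), purified enzyme | Buffer or medium: HEPES 25 mM pH 7.5, NaCl 150 mM, MgCl2, DTT | Schedule: GTP hydrolysis reaction 2 h at 25 °C | Signal: FP of antibody-bound GDP Alexa 633 tracer, ex 620/em 688 nm | Measure: Percent inhibition of Arfgap1-stimulated GTP hydrolysis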
LEDGF integ inh – blocks HIV-1 LEDGF/p75-dependent DNA integration | inhibition, % at 3.7 µM | TR-FRET IN-LEDGF/p75 DNA integration, Eu/Cy5 | AID 743269 | 0.64% of 370,000 active;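 active means inhibition above the screen-wide mean plus 3 SD, cut at about 13% in these data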;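 further: signal is the Cy5 over europium emission ratio at 671 and 618 nm; 0% = plate median of compound wells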
DDE Tn6 FP inh – DD(E)-Tn6 binding inhibition, primary FP screen | P02675 | Fibrin DD(E) TRITC-Tn6 fluorescence polarization displacement | inhibition, % at 8.3 µM | 0.21% of 370,000 active | AID 720509;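 active means inhibition above a per-campaign cutoff: mean of compounds within control limits plus 3 SD, cut at about 15% in these data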;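 further: 0% = median of all compound wells on the plate and 100% = blocking peptide control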
TDP2 absorb – TDP2 (human) inhibition, absorbance primary screen; O95551; recombinant TDP2, T5PNP hydrolysis, p-nitrophenol absorbance 415 nm; inhibition, % at 12.8 µM; 0.34% of 370,000 active;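 active means inhibition above the mean of all tested compounds plus 3 SD, set per campaign, cut at about 25% in these data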;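 further: 0% = DMSO with enzyme and 100% = buffer with substrate but no TDP2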
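System: recombinant human TDP2 / Amount: 120 nM TDP2 per well / Also added: 5 mM T5PNP chromogenic substrate / Doses: 12.8 µM single point, 1% DMSO / Incubation: 2 h at 37 °C / Detection: p-Nitrophenol epi absorbance / Evaluation: % inhibition relative to enzyme-containing and enzyme-free wells / Repeats: singlicate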
* = called active by the depositor; i = inactive. Rows were taken by chance; overall some 4.2% were active at least once.

Order of values: ASAP1 GAP inh, ADAM17 inh, proKLK7 act, DDE Tn7 FP inh, PLCg1 inh, ADAM10 inh, ARFGAP1 inh, LEDGF integ inh, DDE Tn6 FP inh, TDP2 absorb
> Cc1ccccc1N(CC(=O)NC1CCCC1)C(=O)C1(C)CC(=O)N=C2C=CC=CN21 (stereo not drawn)
    0, -273, 2.5, 6, -121, i, -3, 2, 6, -6
> O=C(NCC(=O)N(Cc1cccs1)C(C(=O)NC1CCCCC1)c1ccco1)c1cccs1 (stereo not drawn)
    -7, -1, 0.8, -1, 4, 12, 3, -2, -3, -5
> CC(NC(=O)COC(=O)c1nc(Cl)ccc1Cl)c1ccccc1 (stereo not drawn)
    0, -3, 0.1, -7, 0, -6, -1, 3, 4, 8
> Cc1cc(C)c2ccc3c(C)c(C)nc3c2[nH]1
    2, -2, -1.1, 1, -205, -2, -2, 5, 1, -5
> CCCC(=O)C1=C(O)C(C(=O)OC)C(C)(C)CC1=Nc1ccc(Br)cc1 (stereo not drawn)
    -1, 3, 0.3, -1, -1, 1, -9, 3, 0, -9
> CCCNC(=O)C1(C)CCCN(Cc2cccc(Oc3ccccc3)c2)C1 (stereo not drawn)
    -5, -2, -0.1, 3, -1, -7, -9, -6, -1, 4
> CCOc1ccc(S(=O)(=O)N2CCCC(C(=O)N3CCC(C(N)=O)CC3)C2)cc1Cl (stereo not drawn)
    24, 4, 0.0, -9, 2, 8, -6, 0, 4, -25
> O=C(COc1ccc2c(c1)OCO2)Nc1nnc(Cc2ccccc2)s1
    -2, -5, -0.2, 1, 0, 1, 15, -1, -6, 11
> CCCS(=O)(=O)N1CCCC(C(=O)NCc2ccc3c(c2)OCO3)C1 (stereo not drawn)
    0, -3, 0.0, -2, -1, 6, 10, 1, 2, -11
> Cc1nnc(SCc2ccc([N+](=O)[O-])cc2)[nH]c1=O
    2, 2, -0.1, -4, 1, 2, 8, 7, 8, -5

6 entries already listed, sorted by their value in ADAM17 inh, descending:
| SMILES | ADAM17 inh |
| --- | --- |
| CCOc1ccc(S(=O)(=O)N2CCCC(C(=O)N3CCC(C(N)=O)CC3)C2)cc1Cl (stereo not drawn) | 4 |
| CCCC(=O)C1=C(O)C(C(=O)OC)C(C)(C)CC1=Nc1ccc(Br)cc1 (stereo not drawn) | 3 |
| O=C(NCC(=O)N(Cc1cccs1)C(C(=O)NC1CCCCC1)c1ccco1)c1cccs1 (stereo not drawn) | -1 |
| CCCNC(=O)C1(C)CCCN(Cc2cccc(Oc3ccccc3)c2)C1 (stereo not drawn) | -2 |
| CCCS(=O)(=O)N1CCCC(C(=O)NCc2ccc3c(c2)OCO3)C1 (stereo not drawn) | -3 |
| Cc1ccccc1N(CC(=O)NC1CCCC1)C(=O)C1(C)CC(=O)N=C2C=CC=CN21 (stereo not drawn) | -273 |

(cont.)
Order of values: ASAP1 GAP inh, ADAM17 inh, proKLK7 act, DDE Tn7 FP inh, PLCg1 inh, ADAM10 inh, ARFGAP1 inh, LEDGF integ inh, DDE Tn6 FP inh, TDP2 absorb
> O=c1ccc(-c2ccc(S(=O)(=O)Nc3cccc(Br)c3)o2)n[nH]1
    1, -3, 0.4, -4, -1, -7, 0, -2, -12, 9
> O=C(CSC1=NC(=O)C(c2ccccc2)C(=O)N1)Nc1cccc(Cl)c1 (stereo not drawn)
    3, -4, -0.2, -1, 0, 1, -2, -3, 2, 7
> CC1(C)CC(=O)C=C(C#CC2(O)CCCCC2)C1
    -7, -2, 0.4, 3, 1, 7, 5, -1, 2, 2
> CC1CCCCC1NC(=O)Cn1nnc(-c2ccc(Cl)cc2)n1 (stereo not drawn)
    -2, -5, -0.6, 4, 2, 6, -6, -3, 2, 7
> O=C(NCCCn1ccnc1)c1ccc(S(=O)(=O)Nc2ccccc2)cc1
    11, -7, -0.2, 9, -4, 0, -7, -5, -10, 4
> CC1Cc2nc(SCC(N)=O)n(Cc3ccccc3)c(=O)c2S1 (stereo not drawn)
    -12, -2, -0.5, 0, 5, -3, 11, 3, -6, -1
> Cc1cccc(NC(=O)c2cc(-c3cc(C)c(C)cc3O)n[nH]2)c1
    0, -2, -1.0, 2, 2, 8, -8, 1, -4, -10
> CCc1noc(C)c1C(=O)NNC(=O)COc1cc(C)ccc1C
    -3, 0, 0.1, 8, 0, -2, 0, 2, 10, 2
> CCOC(=O)c1sc2nc3c(cc2c1N)COC(C(C)C)C3 (stereo not drawn)
    5, -2, -0.5, 9, -14, 0, 6, 2, 8, 3
> Cc1ccc(N(CC(=O)NC(C)(C)C)C(=O)CNC(=O)c2cccs2)c(C)c1
    9, 0, 0.1, -4, -2, 11, -3, 2, 7, -6
> N#C/C(=C\c1coc2ccccc2c1=O)C(N)=S
    -13, -2, -1.9, -5, -6, -7, 10, 7, 3, 0
> O=C1c2ccccc2-c2c1cccc2C(=O)N1CCCCCC1
    -20, -1, -0.2, 0, 2, 5, 2, 0, 0, -3
> CCC1CCCCN1C(=O)c1cc(COc2ccc3ncccc3c2)on1 (stereo not drawn)
    2, -4, 0.6, 6, -2, 2, -1, 0, 0, -5
> Cc1ccc(Cl)cc1NC(=O)c1ccc(NC(=O)CCC(=O)O)cc1
    -2, -1, 0.3, 1, -2, -2, -5, 1, 2, 0
> CCOC(=O)c1sc(NC(=O)c2cccnc2)c(C#N)c1C
    -2, -2, -0.5, -9, -4, -1, -1, -4, 6, 3
> CCOc1ccc2oc(C(=O)NC3CC(C)(C)NC(C)(C)C3)c(C)c2c1
    0, -25, 1.6, 3, -16, -86, 14, -4, -3, 2
> COc1ccc(C2=NOC3(CC(=O)N(c4ccc(F)cc4)C3=O)C2)cc1 (stereo not drawn)
    6, 2, 0.3, 1, 2, 11, 6, 2, 7, -17
> O=C(C1CCCN1S(=O)(=O)c1cccc2nsnc12)N1CCCCCC1 (stereo not drawn)
    -1, -2, 0.4, 0, -2, -4, -10, 0, 8, 3
> O=C1Cc2ccccc2C(=O)N1Cc1cccc(Cl)c1
    17, -3, -1.5, -6, -6, 10, 13, 5, 0, -9
> C/C(=N/NC(=O)CC1N=C(Cc2ccccc2)NNC1=O)c1cccnc1 (stereo not drawn)
    -10, -8, 0.3, -1, -5, -4, 2, -4, -4, 2
> CCOC(=O)Cc1csc(NC(=O)c2ccc(NC(C)=O)cc2)n1
    -6, -7, -0.5, -2, -2, -8, -5, 2, -4, 4
> Cc1cc(Nc2ccc(C(C)C)cc2)n2ncnc2n1
    15, -1, 0.1, 0, 0, 3, 11, 2, 1, -9
> O/N=C1/CCCCc2sccc21
    5, 2, 0.2, -7, 2, 1, -3, 1, 5, -4
> Cc1cc(Br)c(OCc2ccc(C(=O)N/N=C3\CC(=O)CC(C)(C)C3)cc2)c(Br)c1
    -6, -4, -1.2, 4, -11, -3, 0, 0, -3, -4
> O=c1cc(CN2CCCc3ccccc32)nc2sccn12
    -11, -24, -9.4, 7, -100, -81, -3, -1, -3, -1
> C/C(CC(=O)NCc1ccco1)=N\NC(=O)Cc1cccc2ccccc12
    0, 0, 0.5, 4, -2, 0, -10, -1, 11, 1
> CCOc1ccc(C(CC(=O)O)NC(=O)COc2ccc3ccccc3c2)cc1OC (stereo not drawn)
    -4, -5, -0.6, 1, -2, -1, 12, -1, -3, 2
> Cc1ccc(S(=O)(=O)N2CCC[C@H]2C(=O)OCC(=O)N2c3ccccc3NC(=O)C2(C)C)cc1
    -6, -1, -0.6, -2, -1, -1, 2, 3, -3, 3
> Cc1ccc(C)c(S(=O)(=O)NCc2ccncc2)c1
    3, 0, 0.0, 7, 4, -1, 5, 0, 6, 4
> CC(NC(=O)COC(=O)CCc1nc2ccccc2c(=O)[nH]1)c1ccccc1 (stereo not drawn)
    3, 2, -0.2, 1, -1, 4, 0, 2, 3, 5

For reference, part of the list above.
Order of values: ASAP1 GAP inh, ADAM17 inh, proKLK7 act, DDE Tn7 FP inh, PLCg1 inh, ADAM10 inh, ARFGAP1 inh, LEDGF integ inh, DDE Tn6 FP inh, TDP2 absorb
> Cc1ccccc1N(CC(=O)NC1CCCC1)C(=O)C1(C)CC(=O)N=C2C=CC=CN21 (stereo not drawn)
    0, -273, 2.5, 6, -121, i, -3, 2, 6, -6
> O=C(NCC(=O)N(Cc1cccs1)C(C(=O)NC1CCCCC1)c1ccco1)c1cccs1 (stereo not drawn)
    -7, -1, 0.8, -1, 4, 12, 3, -2, -3, -5
> CC(NC(=O)COC(=O)c1nc(Cl)ccc1Cl)c1ccccc1 (stereo not drawn)
    0, -3, 0.1, -7, 0, -6, -1, 3, 4, 8
> Cc1cc(C)c2ccc3c(C)c(C)nc3c2[nH]1
    2, -2, -1.1, 1, -205, -2, -2, 5, 1, -5

Next compounds:
Order of values: ASAP1 GAP inh, ADAM17 inh, proKLK7 act, DDE Tn7 FP inh, PLCg1 inh, ADAM10 inh, ARFGAP1 inh, LEDGF integ inh, DDE Tn6 FP inh, TDP2 absorb
> COc1ccc(Cn2c(/C=C/c3ccccc3)nc3ccccc32)cc1
    -1, -204, -2.7, -2, -477, i, 12, 2, -3, -2
> CC(C)c1cccc(C(C)C)c1NC(=O)OC1CCCCC1
    -11, 3, 0.4, 3, 3, -9, 28*, 0, 12, -2
> O=C(NCC(=O)N1CCN(S(=O)(=O)/C=C/c2ccccc2)CC1)c1ccc(Cl)cc1
    -8, -4, -0.3, 3, 1, -8, 16, -4, -10, 4
> S=C1SCN(Cc2ccccc2)CN1Cc1ccccc1
    7, -1, -0.2, -3, 2, -1, 7, 0, 1, -5
> CCCCOc1ccc(S(=O)(=O)N2CCN(C)CC2)cc1
    -14, 4, 0.5, 11, 5, 7, -11, 2, 3, -17
> COc1ccc(Cl)cc1NC(=O)C/C(C)=N/NC(=O)c1ccc(O)cc1
    -14, 3, -0.6, 1, 0, 8, 19, -3, -5, -11
